MITF primary = blocks human microphthalmia-associated transcription factor. AID 1259374. inhibition, % at 2.6 µM. AlphaScreen MITF homodimerization, bead proximity signal. O75030. hit rate 0.91% among 650,000; in the data active = inhibition above about 50%;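 note: 0% = vehicle wells with protein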
Target sequence (O75030 whole entry, looked up): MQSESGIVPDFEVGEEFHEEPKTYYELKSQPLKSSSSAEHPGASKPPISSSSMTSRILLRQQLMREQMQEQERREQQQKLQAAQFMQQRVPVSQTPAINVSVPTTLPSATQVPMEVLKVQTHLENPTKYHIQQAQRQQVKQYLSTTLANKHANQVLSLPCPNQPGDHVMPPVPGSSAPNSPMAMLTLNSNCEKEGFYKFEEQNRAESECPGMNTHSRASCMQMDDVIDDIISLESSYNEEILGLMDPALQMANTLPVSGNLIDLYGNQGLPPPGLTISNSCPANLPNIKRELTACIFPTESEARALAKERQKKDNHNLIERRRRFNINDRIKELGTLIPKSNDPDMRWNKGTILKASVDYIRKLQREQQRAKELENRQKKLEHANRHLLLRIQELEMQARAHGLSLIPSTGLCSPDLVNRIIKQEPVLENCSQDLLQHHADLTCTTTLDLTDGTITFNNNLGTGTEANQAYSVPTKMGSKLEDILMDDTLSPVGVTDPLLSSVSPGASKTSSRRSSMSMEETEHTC
FBW7 act = human FBW7 E3 ligase activation, primary screen | Q969H0 | AlphaScreen FBW7–phospho-cyclin E peptide binding, activator screen | normalized activity (activation), % at 26.1 µM | hit rate 0.13% among 650,000 | AID 1259310; in the data active = normalized activity above about 1.9%;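 note: purified mutant Fbw7 with reduced substrate affinity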
GPR151 activ = activates the human receptor GPR151 | PathHunter beta-arrestin GPR151 cells, luminescence | hit rate 1% among 650,000 | AID 1508602 | activation, % at 11.2 µM; in the data active = activation above about 4.9%;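 note: 0% = median of compound wells and 100% = cells with positive control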
Target sequence (Q8TDV0 whole entry, looked up): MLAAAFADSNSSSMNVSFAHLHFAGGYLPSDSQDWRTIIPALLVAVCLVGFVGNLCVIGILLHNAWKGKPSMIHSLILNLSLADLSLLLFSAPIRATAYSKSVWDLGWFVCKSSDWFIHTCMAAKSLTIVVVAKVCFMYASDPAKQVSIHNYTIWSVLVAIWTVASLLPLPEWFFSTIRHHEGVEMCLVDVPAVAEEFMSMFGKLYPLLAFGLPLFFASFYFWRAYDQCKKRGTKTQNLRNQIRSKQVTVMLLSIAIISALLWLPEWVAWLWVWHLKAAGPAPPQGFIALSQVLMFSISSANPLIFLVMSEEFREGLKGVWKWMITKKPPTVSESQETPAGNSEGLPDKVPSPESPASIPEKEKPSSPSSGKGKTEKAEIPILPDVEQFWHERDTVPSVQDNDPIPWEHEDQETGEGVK
TEAD-YAP block = TEAD-YAP interaction inhibition; HEK-TIYL cells, TEAD-Gal4/YAP UAS-luciferase luminescence; hit rate 1.4% among 640,000; inhibition, % at 9.12 µM; AID 1259422; in the data active = inhibition above about 32%;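 note: 0% = median of test compound wells and 100% = reference inhibitor wells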
* hit, by the source's call.

| structure | TEAD-YAP block | GPR151 activ | FBW7 act | MITF primary |
| --- | --- | --- | --- | --- |
| CCc1ccc(C2NC(=O)NC(C)=C2C(=O)c2ccccc2)cc1 (centres undefined) | -1 | 0.0 | 0.1 | 9 |
| Cc1ccc(C(=O)Nc2ccc(NC(=O)c3ccco3)c(Cl)c2)cc1[N+](=O)[O-] | 7 | 1.0 | -0.1 | 13 |
| Cc1[nH]c2ccccc2c1CCNC(=O)c1ccc(Cl)c([N+](=O)[O-])c1 | -10 | 0.5 | 0.2 | 10 |
| COc1ccccc1N1CCN(C(=O)c2cccc([N+](=O)[O-])c2)CC1 | 6 | 0.5 | 0.1 | -1 |
| O=C(Nc1ccccc1C(=O)O)c1cc(-n2cnnc2)ccc1Cl | 1 | -0.2 | 0.6 | 3 |
| CCCN(CCC)C(=O)CSc1nc2ccsc2c(=O)n1-c1ccc(Br)cc1 | 9 | 1.5 | 0.1 | 14 |
| C1=C(c2nc3ccc(-c4ccncc4)cc3[nH]2)CCOc2ccccc21 | 8 | 10* | 0.2 | -1 |
| O=C(NC(=S)Nc1cccc(C(F)(F)F)c1)c1ccccc1 | -8 | 0.3 | -0.4 | -1 |
| O=C(NC1CCCCCC1)c1ccc2c(=O)n(CCCN3CCCC3=O)c(=S)[nH]c2c1 | -1 | -1.0 | -0.1 | -3 |
| CC(=O)Nc1ccc(N=C(/C=C/NNc2ccc(NC(C)=O)cc2)C(=O)O)cc1 | 1 | -0.9 | -0.1 | 1 |
| COc1ccc(C(=O)Nc2ccc(-c3nnn(CC(=O)N4CCOCC4)n3)cc2)cc1 | 4 | -0.7 | -0.2 | -10 |
| Cc1ccc(NC(=O)C2CCN(c3nc(C)cc(C)n3)CC2)cc1 | -7 | 0.4 | 0.1 | -13 |
| CCOC(=O)c1ccc(NC(=O)c2cc3c(=O)n4cccc(C)c4nc3s2)cc1 | 8 | 0.1 | -0.1 | 8 |
| CCCCCCOc1ccc(N2C(=O)CC(N3CCN(c4cccc(C(F)(F)F)c4)CC3)C2=O)cc1 (centres undefined) | 3 | 1.7 | -0.1 | 4 |
| CC1=C(C(N)=O)C(c2ccco2)C(C(N)=O)=C(C)N1 | -8 | -1.2 | -0.1 | -5 |
| CC1=C(C(=O)OC2CCCCC2)C(c2coc3ccc(C)cc3c2=O)C2=C(CC(C)(C)CC2=O)N1 (centres undefined) | -2 | -0.3 | -0.3 | 5 |
| COc1ccc(-c2cc(C(F)(F)F)n3ncc(C(=O)Nc4cc(C)cc(C)c4)c3n2)cc1OC | -2 | -1.7 | 0.0 | -4 |
| CN1C(=O)C(=Cc2ccc(OCC(=O)Nc3ccccc3)cc2)C(=O)N(C)C1=S | -43 | -2.1 | -0.4 | 13 |
| CCCCCCCC(=O)Nc1ccc(C(=O)OC2CC3CCC2(C)C3(C)C)cc1 (centres undefined) | 1 | 0.2 | 0.0 | -2 |
| C[C@@H]1OC(Oc2ccccc2-c2cc(=O)c3c(O)cc(O)c([C@@H]4O[C@H](CO)[C@@H](O)[C@H](O)[C@H]4O)c3o2)[C@H](O)[C@H](O)[C@H]1O (some centres undefined) | -10 | -1.3 | 0.0 | 35 |
| CCOC(=O)C1=C(C)N=c2s/c(=C\c3ccc(OCc4ccc5c(c4)OCO5)c(OC)c3)c(=O)n2C1c1ccccc1OC (centres undefined) | -5 | -1.4 | -0.2 | 1 |
| CSc1nc(NC(N)=S)nc(NC(C)C)n1 | -18 | 1.1 | -0.1 | 8 |
| Cc1ccc(C(C)C)c(Oc2cc(NC(=O)c3cc4nc(-c5cccs5)cc(C(F)(F)F)n4n3)cc([N+](=O)[O-])c2)c1 | 2 | 0.8 | 0.1 | 11 |
| CC(=O)c1cccc(N2C(=O)c3ccc(C(=O)c4cccc([N+](=O)[O-])c4)cc3C2=O)c1 | -7 | 1.5 | 0.9 | 5 |
| O=C(N/N=C\C=C\c1ccc([N+](=O)[O-])o1)c1cccs1 | -38 | -0.6 | -0.2 | 13 |
| Cn1nc(C(=O)NCC2CC(Cc3ccc(F)cc3)=NO2)c2ccccc2c1=O (centres undefined) | -12 | 1.8 | 0.0 | 15 |
| O=C(CC(=O)N1CCc2ccccc21)Nc1ccc2nc3n(c(=O)c2c1)CCCCC3 | 11 | -0.3 | 0.0 | 4 |
| CCCCCOc1ccc(/C=c2\sc3nc(-c4ccccc4OC(C)=O)nn3c2=O)cc1 | -4 | 0.2 | 0.1 | -3 |
| COc1ccc(C2CC(c3cccs3)=NN2C(=O)CSc2nnc(CNC(=O)c3ccc([N+](=O)[O-])cc3)n2-c2cccc(C)c2)cc1 (centres undefined) | -3 | 0.9 | 0.0 | 11 |
| Cc1cccc(NC(=S)N(CCCN2CCCC2)Cc2cccs2)c1 | 3 | 0.8 | -0.1 | 0 |
| COc1ccc(Cl)cc1NC(=S)NCCn1cc(Cl)cn1 | 1 | 2.7 | 0.1 | 2 |
| COc1ccc2c(c1)CCc1cnc(-n3ncc(C(=O)NCC4COCCO4)c3C)nc1-2 (centres undefined) | 3 | 1.3 | -0.1 | 5 |
| Cc1cc(C(=O)OCC(=O)N2CC3(C)CC2CC(C)(C)C3)c(C)o1 (centres undefined) | -5 | -0.5 | 0.0 | 11 |
| O=C(NCCOc1ccccc1)c1cccc(Nc2ccncc2)c1 | -67 | 3.7 | -0.1 | 4 |
| S=C(NCCc1ccccc1)NNc1nc2ccccc2[nH]1 | -8 | 2.0 | -0.3 | 6 |
| CC1CC(C)CN(S(=O)(=O)c2ccc(F)c(C(=O)Nc3ccc(F)c(Cl)c3)c2)C1 (centres undefined) | -10 | -0.6 | 0.1 | 4 |
| O=C(Nc1ccc2oc(-c3ccc(F)cc3Cl)nc2c1)c1ccc(Br)o1 | -9 | 1.2 | 0.1 | -3 |
| Cc1ccc2oc(-c3cc(NC(=S)NC(=O)c4ccco4)ccc3Cl)nc2c1 | -34 | 4.9 | 0.8 | 18 |
| COC(=O)c1c(OC2CCCC2)cc(=O)n2c1CCN(Cc1ccccn1)CC2 | 2 | 0.4 | -0.5 | -3 |
| CC(=O)Nc1ccc(NC(=O)c2ccc3nc(N4CCN(c5ccccn5)CC4)sc3c2)cc1 | -11 | -1.4 | 0.1 | -3 |

Four compounds already listed, arranged by length of the SMILES, high to low:
| structure | TEAD-YAP block | GPR151 activ | FBW7 act | MITF primary |
| --- | --- | --- | --- | --- |
| Cc1ccc(C(C)C)c(Oc2cc(NC(=O)c3cc4nc(-c5cccs5)cc(C(F)(F)F)n4n3)cc([N+](=O)[O-])c2)c1 | 2 | 0.8 | 0.1 | 11 |
| COc1ccc2c(c1)CCc1cnc(-n3ncc(C(=O)NCC4COCCO4)c3C)nc1-2 (centres undefined) | 3 | 1.3 | -0.1 | 5 |
| O=C(CC(=O)N1CCc2ccccc21)Nc1ccc2nc3n(c(=O)c2c1)CCCCC3 | 11 | -0.3 | 0.0 | 4 |
| O=C(Nc1ccc2oc(-c3ccc(F)cc3Cl)nc2c1)c1ccc(Br)o1 | -9 | 1.2 | 0.1 | -3 |

3 consecutive compounds already listed:
| structure | TEAD-YAP block | GPR151 activ | FBW7 act | MITF primary |
| --- | --- | --- | --- | --- |
| Cc1ccc(C(=O)Nc2ccc(NC(=O)c3ccco3)c(Cl)c2)cc1[N+](=O)[O-] | 7 | 1.0 | -0.1 | 13 |
| Cc1[nH]c2ccccc2c1CCNC(=O)c1ccc(Cl)c([N+](=O)[O-])c1 | -10 | 0.5 | 0.2 | 10 |
| COc1ccccc1N1CCN(C(=O)c2cccc([N+](=O)[O-])c2)CC1 | 6 | 0.5 | 0.1 | -1 |

More results:
| structure | TEAD-YAP block | GPR151 activ | FBW7 act | MITF primary |
| --- | --- | --- | --- | --- |
| CC(C)(C)NSc1nc2ccccc2s1 | -2 | 0.8 | -0.1 | -8 |
| C=CCNC(=O)/C(=C\c1ccccc1)NC(=O)c1ccc([N+](=O)[O-])cc1 | -4 | -1.3 | 0.0 | -2 |
| CC(=O)c1cccc(-c2ccc(NCC(F)(F)F)nc2)c1 | -36 | -0.4 | -0.4 | -2 |
| O=C(Nc1ccc(Cl)cc1Cl)N[C@H]1C[C@H]2C(=O)N[C@@H](CSCc3ccccc3)C(=O)N2C1 | 9 | -0.5 | 0.0 | -4 |
| CC(C)C1(c2cccc(F)c2)C(=O)Nc2ccccc21 (centres undefined) | 6 | 1.7 | 0.1 | 22 |
| C=CCn1c(SCC(=O)Nc2ccc([N+](=O)[O-])cc2)nc2sc(CC)cc2c1=O | -7 | -0.6 | 0.1 | -9 |
| CCOc1ccccc1N1C(=O)CN=C1Nc1nc(C)cc(C)n1 | 5 | -2.0 | 0.2 | 15 |
| CN1[C@@H](C(=O)N2CCN(C(=O)c3ccco3)CC2)C[C@@H](c2ccco2)NS1(=O)=O | -1 | 0.8 | -0.1 | 1 |
| COc1cc(OC)cc(C(=O)Nc2cc(C(=O)N3CCC(Cc4ccccc4)CC3)ccc2N2CC3CC(C2)c2cccc(=O)n2C3)c1 (centres undefined) | -12 | 1.1 | 0.2 | 17 |
| Cc1cccc(NC(=O)CCN2CCOCC2)c1 | 4 | -1.5 | 0.1 | 10 |
| O=C(c1ccco1)N1N=C(c2cccnc2)CC1c1ccccc1O (centres undefined) | -12 | 1.7 | 0.6 | -2 |
| Cc1cccc(-n2nc([N+](=O)[O-])c(=Nc3ccc(C)c(F)c3)n2O)c1 | -4 | 0.1 | -0.5 | 21 |
| COCCn1c(SCC(=O)NCc2ccccc2)nc2c(c1=O)SC(C)C2 (centres undefined) | -11 | 0.0 | -0.1 | -13 |
| CC(=O)Nn1c2ccccc2n2c(C(=O)c3cccs3)c(C)c(C(C)=O)c12 | -1 | -0.5 | -0.1 | -5 |
| CCN(C(=O)c1ccc(C(=O)N(CC)c2ccccc2)cc1)c1ccccc1 | 4 | 0.1 | 0.0 | 0 |
| Nc1nnc(SCc2nnc(-c3ccc(F)cc3)o2)s1 | -18 | -0.8 | 0.7 | 9 |
| Cc1cccc(/C(N)=N/OC(=O)c2cccc(I)c2)c1 | -9 | 3.6 | -0.1 | 12 |
| CCOc1ccc(S(=O)(=O)Nc2ccccc2C(=O)Nc2ncn[nH]2)cc1 | 8 | 0.0 | 0.2 | 50 |
| COc1ccc(NC(=O)CSc2nccn(-c3ccc(F)cc3)c2=O)c(OC)c1 | 5 | -0.4 | -0.2 | -7 |
| O=C1C2C(C(=O)N1c1ccc(F)cc1)N1CCCN1C2c1ccccc1 (centres undefined) | -4 | 0.3 | 0.0 | -5 |
| CCOC(=O)c1ccc(NC(=O)CC2C(=O)N(c3cccc(C(F)(F)F)c3)C(=S)N2CCc2ccc(OC)cc2)cc1 (centres undefined) | 13 | 1.7 | -0.1 | -5 |
| O=C(CC1C(=O)NCCN1Cc1ccccc1C(F)(F)F)NC1CCC1 (centres undefined) | -5 | 0.9 | -0.1 | 2 |
| CCN=c1sc(C(=O)Nc2ccccc2)c(C)n1CC | 1 | 2.8 | 0.0 | 8 |
| CN(Cc1ccccc1)C(=S)NC(=O)c1cccc([N+](=O)[O-])c1 | 8 | -0.9 | 0.0 | 10 |
| COc1cc(OC)cc(-c2cn(S(=O)(=O)c3ccc(C)cc3)nc2N)c1 | -1 | 0.9 | 0.2 | 14 |
| CC(=O)NC1=NC(=O)/C(=C\c2ccc(I)o2)S1 | -3 | 0.9 | -0.2 | 75* |
| CCc1ccccc1Nc1c(-c2ccc3c(c2)OCC(=O)N3)c(=O)c1=O | -6 | -0.7 | 0.1 | 9 |
| CC(C)c1ccc(O)c(CN2CCN(Cc3cc(C(C)C)ccc3O)CC2)c1 | -1 | 2.8 | -0.1 | -8 |
| COc1ccc(OCCOc2ccc(/C=C3/C(=N)N4N=C(COc5ccccc5)SC4=NC3=O)cc2)cc1 | 7 | 2.3 | 0.0 | -8 |
| COc1cccc(OC)c1-c1cnc2c(Nc3ccccc3)nccn12 | 12 | 0.5 | 0.4 | 16 |
| CN(C)CCSc1cc(-c2cn[nH]c2)ccc1NC(=O)C1COc2ccc(F)cc2C1 (centres undefined) | 0 | 0.0 | -0.4 | 5 |
| CC(=O)C1C(=O)NC(=Nc2nc3ccccc3s2)NC(=O)C1C(C)=O (centres undefined) | -6 | 1.0 | -0.1 | 7 |
| COCCNC(=O)c1ccc(C)c(S(=O)(=O)Nc2cccc(C)c2)c1 | -2 | -0.3 | -0.1 | 4 |
| CC(C)(C)ONC(=O)c1cnc2sccn2c1=O | 0 | 1.1 | 0.1 | 1 |
| COc1cc(CN2CCc3nnc(CNC(=O)c4cc(C)oc4C)n3CC2)cc(OC)c1 | 11 | 0.9 | 0.4 | 18 |
| Cc1ccccc1N(CC(=O)NCCc1ccc(Cl)cc1)S(=O)(=O)c1ccccc1 | 5 | -0.3 | 0.6 | 8 |
| COc1ccc(N2C(=O)C3CCCN3C2c2cccs2)cc1Cl (centres undefined) | -7 | -1.4 | 0.0 | 10 |
| CCCCC(=O)N/N=C(/C)C1=C(C)C(C)(C)OC1=O | -5 | -0.7 | 0.6 | 10 |
| S=c1[nH]nc(-c2ccccc2)n1/N=C/c1ccc(I)o1 | 4 | 0.3 | 0.4 | 18 |
| CC(=O)c1ccc(S(=O)(=O)N2CCN(C)CC2)cc1 | -9 | 0.9 | -0.1 | -9 |
| CC(C)n1cnc2c(NCc3cccc(C(F)(F)F)c3)nc(-c3csc4ccccc34)nc21 | 9 | 1.1 | 0.0 | -8 |
| COc1cc(OC)cc(C(=O)N=c2sc3cc(Cl)ccc3n2C)c1 | -6 | -0.4 | -0.1 | -3 |
| O=C(Nc1ccccc1NC(=O)c1ccc(Br)o1)c1ccccn1 | 10 | -0.2 | -0.1 | 8 |
| CCN(Cc1ccccc1)C(=O)Nc1ccc(-c2cn[nH]c2)cc1N(C)CCN(C)C | -4 | -0.6 | -0.2 | 0 |
| COC(=O)c1ccc(OCC2c3cc(OC)c(OC)cc3CCN2C(=O)c2ccc(C)c([N+](=O)[O-])c2)cc1 (centres undefined) | -13 | -0.2 | -0.1 | -4 |

Source: PubChem BioAssay (The Scripps Research Institute Molecular Screening Center)
